Screens deposited in PubChem by National Center for Advancing Translational Sciences (NCATS).
EPAC2 agonist: activates human EPAC2 exchange factor | hit rate 0.079% among 360,000 | Potency, µM (highest dose often 154 µM), inactives show top-dose activation, hits mostly activators | EPAC2 activation, biochemical qHTS; response scale: 100% = 6.5 mM cAMP response | Q8WZA2; note: potency is the fitted concentration of half-maximal effect; nearly all actives have a fitted effect of over 50% in size
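Nucleotide exchange monitored as fluorescence drop when BODIPY-GDP leaves Rap1B. Reaction: 100 nM EPAC2, 250 nM RAP1B-BODIPY-GDP, 50 uM GDP, room temperature, kinetic read over 30 min. Activity expressed relative to 6.5 mM cAMP.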
EPAC2 antag: blocks human EPAC2 exchange factor; EPAC2 GEF exchange of Rap1B-BODIPY-GDP, fluorescence; Potency, µM (top dose mostly 114 µM), for inactives: at the highest dose activity, negative = inhibition, hits mostly inhibitors; hit rate 0.18% among 360,000; AID 720708; note: potency is the fitted concentration of half-maximal effect; % is set by controls: 0 for no effect and ±100 for the full control effect; nearly all actives have a fitted effect of over 45% in size; many of its hits are not listed in these tables
TDP-43 yeast inh: inhibitors of TDP-43 toxicity in yeast; TDP-43 expressing yeast growth rescue, BacTiter-Glo, 24 h; Potency, µM (titrated, usually from 46.1 µM), for inactives: top-dose growth rescue (activation), most hits filed as activators; hit rate 1.8% among 410,000; note: potency is the fitted concentration of half-maximal effect; % of control where 0% means no effect; nearly all actives have a fitted effect of over 50% in size
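Cell-based yeast growth screen: TDP-43 expression induced in galactose, inoculum OD600=0.02 after raffinose pregrowth to mid-log. Read-out BacTiter-Glo luminescence at 24 hr, 30 deg C; inhibition of toxicity seen as signal increase.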
DRD3 agonist: D3 dopamine receptor (human) agonism | P35462 | D3R DiscoveRx beta-arrestin cells, luminescence, 90 min | max activation, % | hit rate 0.58% among 410,000; in the data active = max activation above about 30%; note: 0% is about no effect; mostly tested at two doses, the higher about 12 µM
Target sequence (P35462 whole entry, looked up): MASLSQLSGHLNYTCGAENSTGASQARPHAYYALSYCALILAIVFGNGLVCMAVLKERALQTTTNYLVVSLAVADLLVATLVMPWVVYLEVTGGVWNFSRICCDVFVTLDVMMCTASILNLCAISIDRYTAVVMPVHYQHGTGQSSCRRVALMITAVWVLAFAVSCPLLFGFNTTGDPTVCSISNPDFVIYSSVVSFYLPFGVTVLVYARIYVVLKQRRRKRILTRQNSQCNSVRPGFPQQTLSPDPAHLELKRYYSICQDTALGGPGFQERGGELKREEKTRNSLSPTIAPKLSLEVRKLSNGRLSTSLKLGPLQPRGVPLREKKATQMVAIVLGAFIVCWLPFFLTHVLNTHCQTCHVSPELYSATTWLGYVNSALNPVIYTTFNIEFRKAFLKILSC
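Agonist mode: compounds and dopamine controls were applied to plated cells for 90 min at 37 degrees C after an overnight attachment at 1500 cells/well. Luminescent read-out followed 30 - 60 minutes at room temperature with DiscoveRx detection reagent.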
FUS suppressor: FUS proteinopathy suppression in yeast. S. cerevisiae FUS-expressing, growth rescue, OD600, 24 h. hit rate 0.24% among 390,000. Potency, µM (series often up to 76.6 µM), for the others: top-dose growth rescue (activation), usual class: activators. AID 1347120;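 note: potency is the fitted concentration of half-maximal effect; plate controls were DMSO vehicle for no effect and reference control for full effect; nearly all actives have a fitted effect of over 55% in size; some results filed as inactive show a strong effect at the top dose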
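Read-out: OD at 600 nm after 24hr at 30C, reporting rescue of FUS-induced yeast toxicity. Cells at OD 0.005 in galactose (2%) minimal medium; compounds tested in a dilution series; CP55940 titration from 92uM final as control.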
aSyn rescue: alpha-synuclein toxicity inhibition in yeast. Yeast expressing alpha-synuclein, growth rescue, BacTiter-Glo, 24 h. hit rate 0.14% among 370,000. AID 652106. Potency, µM (highest dose often 46.1 µM), inactives show at the highest dose growth rescue (activation), actives largely listed as activators; note: potency is the fitted concentration of half-maximal effect; % of control where 0% means no effect; nearly all actives have a fitted effect of over 65% in size
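Screening used galactose-induced yeast with toxic alpha-synuclein levels, exposed to compound for 24 hr at 30 deg C. Cell growth, read with BacTiter-Glo luminescence, gave the measured signal.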
Abeta rescue: restores growth of yeast expressing A-beta42 peptide. yeast expressing A-beta42, growth rescue, OD600, 48 h; response scale: 0% DMSO, 100% iron-clioquinol control. Potency, µM (doses to about 46.1 µM), for the others: at the highest dose growth rescue, usual class: activators. hit rate 0.063% among 410,000; note: potency is the fitted concentration of half-maximal effect; nearly all actives have a fitted effect of over 55% in size
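Yeast A-beta toxicity model in growth medium with pinned compounds, 48 h at 30 C; growth read as absorbance at 600 nm. Normalized to FeCl3/clioquinol equimolar mix (positive) and DMSO (negative).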
DRD3 antagonist: antagonists of human D3 dopamine receptor; P35462; D3R cells, DiscoveRx beta-arrestin luminescence, antagonist mode; active compounds read low; max response, negative = inhibition, %; hit rate 2.5% among 360,000; AID 652054; in the data active = max response below about -50%; inconclusive = no clear call, values can overlap the other calls; note: % is set by controls: 0 for no effect and ±100 for the full control effect; mostly tested at two doses, the higher about 12 µM
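Cells plated overnight at 1500 cells/well, then exposed to library compounds with dopamine controls for 90 minutes at 37 degrees C. DiscoveRx reagent added for 30–60 minutes at room temperature; luminescence read, quantitative HTS format.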
Active calls of the source: *; ? = inconclusive; . = not tested or not shown; [ ] = another dose, or the depositor's remark. Unless noted, calls come from the whole dose curve; as a rule, active = well fitted curve in the direction sought with a large enough effect; inconclusive = small, poorly fitted or top-dose-only effect, or another doubt; inactive = no such curve, though single readings can be large; an effect the other way counts as inactive or inconclusive. Some of the compounds tested (hit frequency here may not be typical).

SMILES	EPAC2 agonist	EPAC2 antag	TDP-43 yeast inh	DRD3 agonist	FUS suppressor	aSyn rescue	Abeta rescue	DRD3 antagonist
CC(=O)Nc1ccc(NC(=O)c2cccc(S(=O)(=O)N(C)C3CCCCC3)c2)cc1	6.6%	5.1%	6.4%	-0.1	-7.0%	-1.2%	-16.1%	-5.9
CC(C)(C)NC(=O)C(OC(=O)Cn1nnc(-c2ccc(F)cc2)n1)c1ccncc1 (stereo unspecified)	-4.8%	9.0%	-15.5%	1.5	0.1%	0.9%	-0.7%	-7.0
COc1cccc(CN(C)CC(=O)NCc2ccc(F)cc2)c1OC	3.2%	-13.5%	-3.9%	-3.4	-11.3%	-0.8%	-4.6%	4.5
COC(=O)[C@H](C)NC(=O)NC1CCN(Cc2ccccc2)CC1	2.3%	-2.8%	-21.9%	-36.5	-20.5%	-5.9%	-9.7%	?
C=CC(=O)Nc1sc2c(c1C(N)=O)CCCC2	3.8%	6.2%	21.6%	-13.6	-20.1%	2.7%	-37.6%[inhibitor]	-10.8
CC(C)(C)C1CCC(=O)N(CCOc2ccccc2)CC1 (stereo unspecified)	-4.8%	?	23.6%	-0.3	24.1%	3.4%	3.7%	0.0
O=C(OCc1c(-c2ccccc2)ncc2ccccc12)c1ccc(Br)cc1	1.7%	5.0%	13.2%	-2.1	-14.2%	2.8%	15.2%	4.6
Cc1ccnc2nc(C(=O)NC3CCCc4ccccc43)nn12 (stereo unspecified)	9.4%	-3.9%	-5.4%	-4.0	11.2%	1.1%	8.1%	-15.0
O=C1OCc2cccc([N+](=O)[O-])c21	0.3%	-1.2%	-6.5%	-13.6	.	-3.9%	-11.6%	?
Cc1ccc2cc3c(NC(=O)C4CCCO4)nn(CC(C)C)c3nc2c1 (stereo unspecified)	-7.0%	-6.3%	9.2%	8.5	3.2%	?	15.0%	3.5
CS(=O)(=O)Nc1ccccc1N=C(c1ccccc1)c1ccccc1	8.2%	?	-7.0%	8.4	-18.1%	1.4%	-7.6%	7.4
CCC(C)n1nnc2c(=O)oc3ccccc3c21 (stereo unspecified)	4.2%	-0.3%	-15.1%	-4.8	-7.8%	2.3%	-4.5%	2.5
CCn1cc(/C=C/C(=O)NCc2c(C)nn(C)c2C)cn1	-0.6%	-0.2%	-29.4%	2.6	40.3%	1.5%	15.6%	10.7
Cc1ccnc(NS(=O)(=O)c2ccc(NS(=O)(=O)c3cc(Cl)ccc3Cl)cc2)n1	-12.9%	-7.3%	-11.8%	0.8	-16.4%	-1.0%	0.3%	8.1
OC[C@@H]1CN(Cc2cccc(C(F)(F)F)c2)C[C@H](n2cnc3c(NCc4ccncc4)ncnc32)O1	9.3%	4.8%	16.6%	-3.9	-3.4%	-5.6%	-13.8%	-26.8
COc1cc(C(O)c2nc(-c3cccc(F)c3)cs2)ccc1F (stereo unspecified)	17.4%	-4.1%	15.8µM*	4.0	14.1%	?	0.1%	-10.3
COc1ccc(/C(O)=C2/C(=O)C(=O)N(CC3CCCO3)C2c2ccc(O)c(OC)c2)cc1 (stereo unspecified)	1.6%	-0.4%	-18.9%	8.7	16.9%	-6.2%	5.1%	2.5
O=C(c1ccc([N+](=O)[O-])cc1)N(Cc1ccccc1)Cc1ccccc1	10.3%	-26.7%	-1.9%	-2.2	5.3%	-17.7%	17.0%	3.9
COc1ccccc1CNC(=O)COC(=O)COc1ccccc1F	5.6%	-12.8%	-12.7%	-3.3	3.1%	0.5%[1.84 µM]	-12.7%	-10.7
CCc1ccc(NC(=O)c2cnccn2)cc1	4.2%	-2.5%	27.6%	6.2	-0.4%	-1.3%	-5.7%	-7.7
O=C(Nc1nc2c(F)cccc2s1)C1CC1	2.8%	-8.3%	?	1.7	-31.3%	-11.8%	15.6%	15.9
Cc1cc([N+](=O)[O-])nn1CC(=O)N/N=C/c1ccccc1Br	3.2%	15.7%	3.3%	-2.2	-4.3%	1.4%	8.2%	4.7
O=C(Nc1ccc(S(=O)(=O)NC2=NCCCCC2)cc1)c1ccco1	-7.2%	-1.2%	20.0%[9.22 µM]	4.5	-3.7%	0.2%	0.2%	-2.3
CC(=O)NC1=NC(=O)/C(=C/N2CCCCC2)S1	8.9%	-3.1%	-8.8%	-5.2	19.9%	-6.0%	-16.0%	-3.8
CC(=O)c1cccc(NC(=O)CN(C)S(=O)(=O)c2ccc3c(c2)CC(C)N3C(C)=O)c1 (stereo unspecified)	3.6%	1.4%	3.9%	11.4	1.7%	-2.7%	20.3%	14.1

Compound profiles, from the list above.
Shown for CCC(C)n1nnc2c(=O)oc3ccccc3c21 (stereo unspecified) = EPAC2 agonist: 4.2%; EPAC2 antag: -0.3%; TDP-43 yeast inh: -15.1%; DRD3 agonist: -4.8; FUS suppressor: -7.8%; aSyn rescue: 2.3%; Abeta rescue: -4.5%; DRD3 antagonist: 2.5
Shown for COc1ccc(/C(O)=C2/C(=O)C(=O)N(CC3CCCO3)C2c2ccc(O)c(OC)c2)cc1 (stereo unspecified) = EPAC2 agonist: 1.6%; EPAC2 antag: -0.4%; TDP-43 yeast inh: -18.9%; DRD3 agonist: 8.7; FUS suppressor: 16.9%; aSyn rescue: -6.2%; Abeta rescue: 5.1%; DRD3 antagonist: 2.5

Further compounds.
SMILES	EPAC2 agonist	EPAC2 antag	TDP-43 yeast inh	DRD3 agonist	FUS suppressor	aSyn rescue	Abeta rescue	DRD3 antagonist
COc1ccc(OCc2cc(=O)c3ccc4c(c3o2)C=CC(C)(C)O4)cc1OC	4.6%	-24.6%	35.5µM*	25.0	40.1%	-3.4%	-19.1%	33.4
CCc1nnc(NC(=O)CC23CC4CC(CC(C4)C2)C3)s1	9.4%	16.1%	4.4%	-3.1	-20.0%	0.3%	-4.6%	-8.8
CS(=O)(=O)c1ccc2nc(NC(=O)c3ccc(S(=O)(=O)NCC4CCCO4)cc3)sc2c1 (stereo unspecified)	-0.2%	-8.7%	0.0%	0.5	-19.4%	-7.7%	3.4%	-4.2
CCC1(C)Cc2nc3[nH]c(=S)n(-c4ccccc4C)c(=O)c3cc2CO1 (stereo unspecified)	-0.5%	-5.1%	15.6%	-10.4	-9.4%	-0.4%	-5.2%	-8.4
CCCC1(C(=O)O)NC(c2cccc(OC)c2O)C2C(=O)N(c3ccccc3)C(=O)C21 (stereo unspecified)	6.2%	-4.3%	6.8%	-9.8	-23.3%	-1.0%	0.2%	5.6
O=C1CCN(Cc2nnnn2CC2CCCO2)c2ccccc2N1 (stereo unspecified)	9.7%	-7.9%	-31.0%[inhibitor]	-9.6	-5.2%	-5.7%	8.2%	-16.0
CCN(CC)S(=O)(=O)c1cc(C)c(C)cc1Br	7.2%	-2.6%	15.0%	-3.6	12.1%	27.7%	10.2%	-6.8
CCCCNC(=S)N1CCN(Cc2ccc3c(c2)OCO3)CC1	-3.8%	0.7%	4.0%[9.22 µM]	-9.5	11.2%	-12.7%	-0.3%	0.2
COc1ccc(NC(=O)CSc2ncccc2C(=O)OC(C)C)cc1OC	14.2%	-5.2%	-18.0%	13.8	4.4%	1.4%	-4.0%	41.5
ON=C(CCc1ccccc1)CCc1ccccc1	9.8%	-14.4%	0.0%	-1.9	-1.2%	-4.0%	-2.4%	-0.9
CCc1cc2c(cc3c(=O)n(CC(=O)NC4CCCCC4)ncn32)s1	.	.	20.8%	1.3	5.5%	.	-10.8%	.
S=c1[nH]nc(-c2ccccc2)n1/N=C/c1cccs1	8.9%	7.3%	15.6%	-1.8	7.4%	-11.4%	-0.3%	-13.9
Cc1ccc(NC(=O)CN2C(=O)NC(C)(c3ccccc3)C2=O)c(C)c1 (stereo unspecified)	13.6%	-8.3%	-4.0%	-7.8	9.1%	-1.1%	-6.7%	-11.4
CC1CCCN(C(=O)C2CCN(S(=O)(=O)c3cccs3)CC2)C1 (stereo unspecified)	7.8%	-3.0%	14.0%	-2.5	8.7%	-1.9%	9.0%	13.0
COC(=O)c1ccc(NCc2c(O)ccc(O)c2Br)cc1Cl	15.8%	-9.8%	20µM*	-3.9	.	-21.4%	7.5%	-17.0
Cc1cccc2cc(CN(Cc3nnnn3Cc3ccccc3)C3CCCC3)c(=O)[nH]c12	1.9%	0.4%	-16.4%	2.6	27.7%	3.0%	13.2%	4.8
CC1CN(c2ccc(S(=O)(=O)N3CCOCC3)cn2)CC(C)O1 (stereo unspecified)	0.7%	-4.3%	-6.4%	2.5	-4.5%	-7.3%	0.8%	12.5
Cc1ccc(CN(C)C(=O)c2ccc3c(c2)NC(=O)CS3)o1	3.8%	3.3%	2.7%	0.3	21.8%	-1.1%	13.3%	-9.3
N#Cc1cc([N+](=O)[O-])ccc1NC(=O)COC(=O)c1cnccn1	-6.6%	4.7%	23.4%	0.6	.	2.1%	-3.3%	1.6
O=C(O)CCc1ccc(-c2ccc(Br)cc2)o1	3.2%	14.3%	3.16µM*	-6.6	16.2%	-43.8%[inhibitor]	-95.7%[inhibitor]	-3.2
COc1cc(C(=O)NCc2cc(C)nc3ccccc23)cc(OC)c1OC	11.5%	3.9%	-17.2%	-5.2	31.4%	-5.8%	-3.5%	-13.2
COc1ccc(C(=O)N/N=C\c2coc3ccc(Cl)cc3c2=O)cc1	16.0%	?	?	3.0	18.0%	0.1%	-25.1%	-2.2
COc1ccccc1OCCCn1c(C)c(C#N)c2ccccc21	3.1%	-4.0%	?	-3.3	10.9%	0.5%	-2.2%	4.7
O=C(O)c1ccc(Cn2c(SCc3ccc(F)cc3)nc3ccncc32)cc1	.	.	15.7%	7.4	-4.0%	.	2.9%	.
COc1ccc(NC(=O)c2cc(C)on2)cc1	6.9%	4.4%	13.1%	1.6	-7.6%	2.3%	-12.1%	0.2
O=C(CSc1nnnn1Cc1ccccc1)N1CCN(c2ccccc2)CC1	-4.9%	-17.5%	27.6%	3.4	10.6%	9.3%	10.1%	10.3
COc1cccc(CNC(=O)c2nnn(CC(=O)Nc3ccc(C)c(C)c3)c2N)c1	-7.6%	8.6%	2.9%	-1.1	0.2%	-4.0%	7.4%	5.8
CC1CCCC(C)N1C(=O)CSc1nnc(NC(=O)Cc2cccs2)s1 (stereo unspecified)	-0.4%	-3.6%	-2.1%	-3.4	8.5%	0.4%	4.9%	-21.2
Cc1ccc(CNC(=O)C2CC(c3cc(C(F)(F)F)cc(C(F)(F)F)c3)=NO2)o1 (stereo unspecified)	-12.1%	2.9%	25.9%	-2.5	19.9%	-14.7%	6.6%	13.7
